# Source: PubChem (National Center for Advancing Translational Sciences (NCATS))
# TSG101-PTAP inh: blocks PTAP/TSG101 interaction to inhibit HIV-1 budding; Q99816; Fluorescence polarization, FITC-PTAP peptide / Tsg101 binding; Potency, µM (series often up to 115 µM), for inactives: top-dose activity change, negative = inhibition, actives largely listed as inhibitors; 340,000 tested, under 10 active; AID 493005; active = well fitted inhibition curve with a large enough effect in the main read-out, with a control signal flat, not every such curve was filed as active; inconclusive = small, poorly fitted or top-dose-only effect, or effect the other way, or a change in a side signal; inactive = no such curve, though single readings can be large or run the other way; also: potency is read from the fitted curve at half-maximal effect; % of control where 0% means no effect
#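 Fluorescence anisotropy tracks displacement of a FITC-tagged PTAP peptide (50 nM) from the Tsg101 binding domain (10 uM), following a 20 min room-temperature incubation at pH 7.5.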
# p53 reactivation: restores transcriptional activity of mutant p53; actives 0.063% (n = 320,000); H1299 p53-A138V BP100-luciferase reporter, luminescence, 24 h; Potency, µM (doses to about 92.2 µM), inactives show at the highest dose activity change, positive = activation, usual class: activators; AID 504706; also: potency is read from the fitted curve at half-maximal effect; % of control where 0% means no effect; nearly all actives have a fitted effect of over 45% in size
#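 p53-null H1299 cells stably carrying temperature-sensitive p53-A138V and a BP100-luciferase reporter were pinned with compounds (4-point, 1:5 series) and held 24 hrs at 37 deg C. Luminescence was read 10 min after detection reagent.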
# ELG1 repair inh: ELG1-dependent DNA repair inhibition; AID 504467; actives 2.3% (n = 330,000); HEK293T ELG1-luciferase reporter, luminescence, 16 h; DNA damage induced by 5-fluorouridine; Potency, µM (top dose mostly 46.1 µM), for the others: top-dose activity change, negative = inhibition, most hits filed as inhibitors; also: potency is read from the fitted curve at half-maximal effect; % is scaled to controls: 0 for no effect and ±100 for the full control effect; nearly all actives have a fitted effect of over 55% in size
#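 Luminescence from the luciferase reporter, measured 30 min after ONE-Glo reagent at room temperature, was the read-out. Beforehand, 2,000 cells per well were exposed for 16 hr at 37 °C to 5-fluorouridine together with compound or vehicle.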
# CXXC DNA block: inhibitors of human MLL CXXC domain-DNA interaction. MLL-CXXC / FITC-HOXA9 DNA fluorescence polarization. Potency, µM (doses to about 115 µM), without a hit: at the highest dose activity change, negative = inhibition, most hits filed as inhibitors. actives 0.037% (n = 290,000); active = well fitted inhibition curve with a large enough effect in the polarisation, with a control signal flat, not every such curve was filed as active; inconclusive = small, poorly fitted or top-dose-only effect, or effect the other way, or a change in a side signal; inactive = no such curve, though single readings can be large or run the other way; the % refers to the polarisation; also: potency is read from the fitted curve at half-maximal effect
#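 Steps: dispense CXXC domain solution (7 uM) → pin compounds or unlabeled HOX-A9 DNA control → 5 min ambient → add FLSN-HOX-A9 solution (50 nM) → spin → 30 min ambient → fluorescence polarization. Tris pH 7.5/NaCl/DTT/BSA buffer.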
# a7 integrin act: activates integrin-mediated alleviation for muscular dystrophy; alpha7betagal myoblasts, beta-gal FDG fluorescence, 48 h; Potency, µM (series often up to 38.3 µM), inactives show top-dose activation, most hits filed as activators; actives 0.064% (n = 350,000);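 also: potency is read from the fitted curve at half-maximal effect; 100% = response of the positive control SU9516; nearly all actives have a fitted effect of over 60% in size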
#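 Alpha7betagal+/- myoblasts (passage 13) were plated 16-24 hr, then exposed to compounds (1:260 dilution of DMSO stock) for 48 hours at 37C. After MPER lysis, β-galactosidase reporter activity was read as FDG fluorescence (ex 480/em 540) after 30 minutes.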
# TCR activator: activators of T cell receptors; 330,000 tested, under 10 active; primary human leukocytes, anti-CD3, IL-2 HTRF, 48 h; Potency, µM (doses to about 9.22 µM), without a hit: top-dose activation of IL-2 secretion, hits mostly activators; AID 504894; also: % of control where 0% means no effect
#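 IL-2 produced over 48 hr by a-CD3 bead-stimulated primary human leukocytes exposed to compounds was detected with a homogeneous time-resolved FRET immunoassay, 665nm acceptor signal after 320nm excitation.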
# BRCA1 expr up: activators of BRCA1 expression | MCF7-BRCA1-FFLuc reporter, luminescence, 48 h; response scale: scaled: vehicle 0%, 10 µM genistein 100% | AID 624202 | Potency, µM (doses to about 46.1 µM), for inactives: at the highest dose activation, usual class: activators | actives 1.1% (n = 380,000); also: potency is read from the fitted curve at half-maximal effect; nearly all actives have a fitted effect of over 80% in size; some results filed as inactive show a strong effect at the top dose
#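 First, MCF7-BRCA1-FFLuc cells (2000/well) attach for 2 h; next, compounds are pin-added and incubated 48 h at 37 °C; finally, luciferase reagent is added and luminescence read after 15 min.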
# AT treatment: potential ataxia-telangiectasia treatment; […] A-T fibroblasts, KAP-1 phosphorylation AlphaLISA; neocarzinostatin DNA damage 30 min before lysis; Potency, µM (series often up to 57.5 µM), without a hit: at the top dose activation, usual class: activators; actives 0.19% (n = 320,000); also: potency is read from the fitted curve at half-maximal effect; % of control where 0% means no effect; nearly all actives have a fitted effect of over 45% in size
#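 ATM-like activity read as KAP-1 phosphorylation via AlphaLISA donor/acceptor antibody pairs after lysis and 6 hr at 25C. Cells were ATM-null patient fibroblasts ([…], hTERT), dosed 60 min, then exposed to the DSB inducer NCS for 30 min.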
# B2AR arrestin: beta2AR (human) beta-arrestin recruitment activity; P07550; beta-arrestin recruitment to beta2AR, cell-based reporter; Potency, µM (series often up to 46.1 µM), for inactives: at the top dose activation, usual class: activators; actives 0.02% (n = 330,000);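 also: potency is read from the fitted curve at half-maximal effect; 0% = DMSO controls and full agonism = EC100 isoproterenol or metaproterenol; nearly all actives have a fitted effect of over 65% in size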
# TRPV1 agonist: activates the human vanilloid receptor TRPV1 | TRPV1-expressing cells, Fluo-8 calcium influx, agonist mode | activation, % at 8.33 µM | actives 0.19% (n = 320,000) | AID 540275; in the data active = activation above about 80%; inconclusive = between about 30% and that limit; also: 0% is about no effect
# Target sequence (Q8NER1 whole entry, looked up): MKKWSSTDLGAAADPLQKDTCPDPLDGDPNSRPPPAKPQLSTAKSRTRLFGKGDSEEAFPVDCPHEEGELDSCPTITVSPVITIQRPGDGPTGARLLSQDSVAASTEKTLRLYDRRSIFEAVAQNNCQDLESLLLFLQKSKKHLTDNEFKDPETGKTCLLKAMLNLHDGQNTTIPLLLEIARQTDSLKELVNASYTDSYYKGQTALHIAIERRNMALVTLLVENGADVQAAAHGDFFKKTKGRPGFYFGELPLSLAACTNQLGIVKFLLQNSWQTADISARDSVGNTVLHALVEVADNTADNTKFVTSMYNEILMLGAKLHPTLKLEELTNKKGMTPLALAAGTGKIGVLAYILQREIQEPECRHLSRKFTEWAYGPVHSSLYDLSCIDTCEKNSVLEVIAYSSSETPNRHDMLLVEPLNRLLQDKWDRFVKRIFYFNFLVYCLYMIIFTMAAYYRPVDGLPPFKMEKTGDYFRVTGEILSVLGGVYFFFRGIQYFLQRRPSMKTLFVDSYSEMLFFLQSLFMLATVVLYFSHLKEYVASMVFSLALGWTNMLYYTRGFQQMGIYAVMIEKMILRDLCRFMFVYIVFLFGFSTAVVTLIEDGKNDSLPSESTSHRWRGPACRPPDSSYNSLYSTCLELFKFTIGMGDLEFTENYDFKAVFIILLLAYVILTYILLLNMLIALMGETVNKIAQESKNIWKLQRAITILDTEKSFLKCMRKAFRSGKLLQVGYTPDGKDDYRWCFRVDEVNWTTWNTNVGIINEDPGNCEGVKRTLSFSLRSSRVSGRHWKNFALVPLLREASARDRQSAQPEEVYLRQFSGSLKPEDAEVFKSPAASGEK
#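 Cells expressing TRPV1 were dye-loaded with Fluo-8 and read kinetically: 10 s baseline, 3 min after compound (agonist portion), then 2 min after EC20 capsaicin (allosteric enhancer portion). Calcium-bound dye fluorescence at 480/520 nm.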
# Numbers without * were called inactive; ? = inconclusive; / = no result given; & = joins results of further samples; [ ] = dose if it differs, or a comment. Unless noted, calls follow the shape of the dose curve; as a rule, active = well fitted curve in the direction sought with a large enough effect; inconclusive = small, poorly fitted or top-dose-only effect, or another doubt; inactive = no such curve, though single readings can be large; an effect the other way counts as inactive or inconclusive. Rows were taken by chance, and some 3.8% of all compounds hit somewhere here.
Molecule	TSG101-PTAP inh	p53 reactivation	ELG1 repair inh	CXXC DNA block	a7 integrin act	TCR activator	BRCA1 expr up	AT treatment	B2AR arrestin	TRPV1 agonist
Cc1ccc(C)c(NC(=O)CCN2CCCC(C)C2)c1 (configuration not stated)	-1%	9%	3%	-7%	?	2%	0%	3%	-0.4%	-4
C(=N\Nc1nc(Nc2ccccc2)nc(Nc2ccccc2)n1)/c1ccncc1	-5%	-1%	8%	6%	24%	3%	-12%	0%	0.0%	2
COc1ccc(N(C)S(=O)(=O)c2cccc3cccnc23)c(OC)c1	-5%	-13%	?	13%	-17%	2%	-77%	2%	0.4%	-1
CC(C)(C)n1ncc2c(=O)n(CC(=O)NCCc3ccccc3)cnc21	0%	13%	?	11%	6%	-2%[46.1 µM]	?	25%	-0.7%	5
COc1ccccc1N1CCN(C(=O)c2ccc(Cl)c(S(=O)(=O)N3CCCC3)c2)CC1	-2%	1%	?	8%	-7%	-1%	-21%	0%	-0.1%	8
CCOC(=O)c1c(C(=O)OCC)c(C)n(Cc2cc(OC)c(OC)c(OC)c2)c1C	-3%	-13%	?	-4%	-19%	0%[46.1 µM]	-11%	2%	-0.7%	-1
CC(=O)c1ccc(OCc2cc(C(=O)N3CCN(C4CCCC4)C(=O)C3)no2)cc1	-4%	/	/	/	8%	0%	1%	/	/	/
O=C1c2oc3ccc(Cl)cc3c(=O)c2C(c2cccc(Br)c2)N1CCO (configuration not stated)	3%	-1%	-18%	5%	2%	5%	-32%	7%	4.4%	?
COc1ccccc1-n1nc(C)c(-c2ccccc2)c1N	-5%	3%	0%	2%	-1%	-3%	0%	-2%	0.4%	14
COc1cc(OC)c2c(c1)OC(c1ccc(OC)c(OC)c1)C(O)C2=O (configuration not stated)	-12%	0%	-2%	8%	20%	-4%	-11%	7%	-0.2%	0
Fc1ccccc1N1CCN(Cc2cccnc2)CC1	-1%	2%	11%	-4%	-6%	1%[46.1 µM]	-5%	4%	-1.0%	1
O=C1CCC(C(=O)N2CCc3ccccc3C2)CN1CCCN1CCOCC1 (configuration not stated)	/	3%	4%	2%	12%	5%	-3%	1%	-0.5%	-2
COc1ccccc1/C=C1\SC(=S)N(CC(=O)Nc2nnc(C)s2)C1=O	/	22%	9%	1%	/	/	/	-3%	0.0%	4
CCN1C(C(=O)c2ccccc2)=C(Nc2ccccc2C)c2ccccc2S1(=O)=O	2%	-12%	-4%	21%	4%	1%[46.1 µM]	-33%	-11%	0.5%	19
CCOc1ccc(S(=O)(=O)Nc2cccc(C(=O)NCCCN3CCCC3=O)c2)cc1	-4%	-2%	-18%	/	0%	7%	-26%	7%	-0.1%	0
Cc1cc(C)c(COCc2cc(/C=N/O)c(C)cc2C)cc1/C=N/O	-3%	2%	?	-2%	8%	1%	-50%	0%	0.5%	5
CCC(C)(C)C(=O)Nc1ncc(S(=O)(=O)c2ccc([N+](=O)[O-])cc2)s1	-1%	?	?	10%	21%	3%	14%	-10%	0.0%	5
Cc1cccc2cc(CN(Cc3nnnn3Cc3ccco3)C3CCCC3)c3nnnn3c12	-1%	1%	21µM*	1%	3%	0%	-35%	-4%	0.5%	18
NNC(=O)CNC(c1ccccc1)c1cc(Br)ccc1NC(=O)c1cccc(Cl)c1 (configuration not stated)	-3%	-1%	-14%	1%	3%	3%[46.1 µM]	-49%	-9%	-0.7%	1
COc1cccc(-c2nn3c(-c4cc(C)[nH]n4)nnc3s2)c1	-6%	-6%	?	-22%	0%	1%	-9%&6%	7%	-0.1%	/
CC(C)CC(=O)OCc1cn(-c2ccccc2)nn1	53%[activator]	22%	?	-2%	-4%	-1%	13%	3%	-0.6%	15
O=C(Nc1ccc(O)cc1)c1ccc(NC(=O)C2CCCO2)cc1 (configuration not stated)	0%	11%	?	-7%	7%	7%	15%	28%	0.2%	-3
CCCCOc1cccc(C(=O)NC(=S)Nc2cccc(NC(=O)c3ccccc3Cl)c2)c1	-5%	0%	-23%	4%	-5%	4%[46.1 µM]	-33%	-14%	-0.4%	-2
COCCN(C/C=C/c1ccccc1)C/C=C/c1ccccc1	-2%	4%	-1%	8%	7%	/	-7%	-9%	-0.6%	23
Cc1nn(Cc2ccc(Cl)cc2)c(C)c1NC(=O)C(c1ccccc1)c1ccccc1	-2%	-2%	?	?	16%	-2%[46.1 µM]	-14%	9%	0.4%	1
Nc1cc(OC(=O)c2ccc(F)cc2)nn1S(=O)(=O)c1ccc(F)cc1	-3%	5%	-12%	66%[activator]	?	0%	-13%	-3%	-0.3%	-2
O=[N+]([O-])c1ccccc1NCc1ccc(Cl)cc1	-6%	9%	20%	-12%	3%	1%	49%	-6%	0.2%	6
CCN1C(=O)/C(=C/c2ccc(OCc3ccc(C(=O)O)cc3)c(Cl)c2)NC1=S	-4%	-4%	-6%	-6%	-32%	5%	5%	-7%	-0.9%	5
O=C1OCc2ccc(NS(=O)(=O)c3ccc(C(F)(F)F)cc3)cc21	0%	-3%	-3%	4%	-19%	-4%	-9%	-3%	-1.0%	-2
Cc1cc(C)cc(N(C(=O)c2csnn2)C(C(=O)NC(C)(C)C)c2cccs2)c1 (configuration not stated)	-2%	-7%	-15%	-5%	4%	5%	-6%	-2%	-1.0%	?

# 4 structures already listed, sorted by formula weight, low to high.
Molecule	TSG101-PTAP inh	p53 reactivation	ELG1 repair inh	CXXC DNA block	a7 integrin act	TCR activator	BRCA1 expr up	AT treatment	B2AR arrestin	TRPV1 agonist
CC(C)CC(=O)OCc1cn(-c2ccccc2)nn1	53%[activator]	22%	?	-2%	-4%	-1%	13%	3%	-0.6%	15
COc1ccc(N(C)S(=O)(=O)c2cccc3cccnc23)c(OC)c1	-5%	-13%	?	13%	-17%	2%	-77%	2%	0.4%	-1
C(=N\Nc1nc(Nc2ccccc2)nc(Nc2ccccc2)n1)/c1ccncc1	-5%	-1%	8%	6%	24%	3%	-12%	0%	0.0%	2
CCOC(=O)c1c(C(=O)OCC)c(C)n(Cc2cc(OC)c(OC)c(OC)c2)c1C	-3%	-13%	?	-4%	-19%	0%[46.1 µM]	-11%	2%	-0.7%	-1

# Additional compounds
Molecule	TSG101-PTAP inh	p53 reactivation	ELG1 repair inh	CXXC DNA block	a7 integrin act	TCR activator	BRCA1 expr up	AT treatment	B2AR arrestin	TRPV1 agonist
CN(C(=O)COC(=O)c1ccc(Br)o1)c1c(N)n(Cc2ccccc2)c(=O)[nH]c1=O	0%	1%	6%	/	5%	0%	4%	0%	-0.1%	5
NNc1nc(N)c2c(n1)-c1ccccc1CC21CCCC1	-10%	1%	?	23%	-29%	2%[46.1 µM]	-16%	-2%	-0.4%	-6
COc1ccc(C(=O)CCC(=O)Nc2ccc(N3CCCCC3)cc2)cc1OC	-4%	-4%	9%	-8%	-44%	-2%	-6%	1%	-1.5%	19
COc1ccc(S(=O)(=O)Nc2ccccc2C(=O)NC(C)(C)C)cc1OC	1%	1%	-9%	1%	-1%	-6%	2%	8%	-0.1%	6
O=C(C[n+]1cc(-c2ccc(F)cc2)n2c1CCC2)Nc1nc(-c2ccc(F)cc2)cs1	-3%	8%	2%	-2%	-16%	-5%[46.1 µM]	18%	-1%	-0.1%	-3
COc1cc(CNc2ccc(N3CCOCC3)cc2)cc(Br)c1OC	-1%	2%	?	-17%	2%	-5%	-14%	-1%	0.1%	6
CC(C)OCCCn1c(NN)nc2ccccc2c1=O	1%	4%	?	6%	10%	0%	0%	0%	0.2%	4
Nc1nonc1OCCOCCOCCOc1nonc1N	-5%	-2%	13%	0%	35%	-4%	10%	2%	-0.2%	2
C/C(CC(=O)Nc1cccc(F)c1)=N\NC(=O)C(=O)NC1CCCCC1	-4%	1%	2%	-4%	-11%	0%[46.1 µM]	35%	0%	-0.9%	0
O=c1c2ccccc2c(C=Nc2ccccc2O)c(O)n1-c1nccs1	?	2%	16µM*	?	-18%	1%	-19%	2%	3.5%	5
C/C(=N\NC(=O)C(O)(c1ccccc1)c1ccccc1)c1ccc(C)o1	0%	-11%	-13%	1%	-33%[inhibitor]	-2%[46.1 µM]	-12%	1%	-0.7%	5

# Entries from the list above with a nitro group on carbon (2):
Molecule	TSG101-PTAP inh	p53 reactivation	ELG1 repair inh	CXXC DNA block	a7 integrin act	TCR activator	BRCA1 expr up	AT treatment	B2AR arrestin	TRPV1 agonist
CCC(C)(C)C(=O)Nc1ncc(S(=O)(=O)c2ccc([N+](=O)[O-])cc2)s1	-1%	?	?	10%	21%	3%	14%	-10%	0.0%	5
O=[N+]([O-])c1ccccc1NCc1ccc(Cl)cc1	-6%	9%	20%	-12%	3%	1%	49%	-6%	0.2%	6
